Assay outcomes (PubChem BioAssay)
NR2F2 inh: inhibitors of human COUP-TFII (NR2F2); P24468; HEK293T NGFI-A luciferase reporter, luminescence; inhibition, % at 8.6 µM; 370,000 compounds, 0.7% hits;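 active = inhibition above a per-plate cutoff, mean inhibition of test wells between control levels plus 3 SD, cut at about 38% in these data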;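 note: cells cotransfected with COUP-TFII expression vector driving the NGFI-A reporter; 0% = median of COUP-TF2 test wells and 100% = reporter-only cells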
Target sequence (P24468 whole entry, looked up): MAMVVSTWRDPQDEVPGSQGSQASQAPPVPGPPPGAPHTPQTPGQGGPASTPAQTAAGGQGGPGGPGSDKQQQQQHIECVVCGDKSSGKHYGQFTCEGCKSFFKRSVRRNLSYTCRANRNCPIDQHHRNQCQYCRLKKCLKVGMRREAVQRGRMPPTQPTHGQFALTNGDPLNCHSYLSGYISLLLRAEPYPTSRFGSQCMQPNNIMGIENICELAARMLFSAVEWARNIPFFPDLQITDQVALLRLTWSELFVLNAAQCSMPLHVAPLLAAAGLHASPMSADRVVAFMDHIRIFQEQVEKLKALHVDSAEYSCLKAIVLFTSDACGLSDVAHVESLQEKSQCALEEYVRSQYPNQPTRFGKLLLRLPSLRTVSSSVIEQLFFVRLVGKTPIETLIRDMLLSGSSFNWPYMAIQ
SRC2 inh: inhibits human steroid receptor coactivator 2 | AID 651957 | HEK293 GAL4-SRC2 luciferase reporter, luminescence | 370,000 compounds, 0.17% hits | inhibition, % at 9 µM;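 active = inhibition above the mean inhibition of all tested compounds plus 3 SD, set per campaign, cut at about 52% in these data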;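 note: 0% = DMSO treated cells and 100% = cells given Gossypol at 36 µM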
TLR9-MyD88 inh: blocks human TLR9 binding to MyD88; Q9NR96+Q99836; CHO BLA complementation TLR9-MyD88, CCF4 FRET ratio; inhibition, % at 4.98 µM; 340,000 compounds, 0.21% hits; AID 504734;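 active = inhibition above the mean over all tested compounds plus 3 SD, cut at about 21% in these data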;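 note: 0% = DMSO only wells and 100% = clavulanate BLA inhibitor control wells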
TROY signal inh: blocks TROY-dependent signaling in reporter cells; Q293 LMP1-TROYcd NF-kB luciferase reporter, 4 h; inhibition, % at 10 µM; 360,000 compounds, 0.98% hits;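 active = compounds whose plate-normalised and pattern-corrected inhibition of the luciferase reporter signal at the single screening dose is 50% or more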
NOD2 RIPK2 PPI: blocks binding of human NOD2 to RIPK2. 360,000 compounds, 0.38% hits. inhibition, % at 4.98 µM. O43353. CHO BLA complementation NOD2-RIPK2, CCF4 ratio; in the data active = inhibition above about 21%;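 note: 0% = vehicle only and 100% = reference blocker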
NCOA3 inh: inhibitors of human steroid receptor coactivator 3 (SRC3). 360,000 compounds, 0.17% hits. AID 588352. Q9Y6Q9. HEK293 GAL4-SRC3 luciferase reporter, luminescence. inhibition, % at 3.6 µM;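 active = inhibition above a per-campaign cutoff, the mean of all compounds plus 3 SD, cut at about 60% in these data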;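 note: 0% = DMSO-treated cells and 100% = gossypol-treated cells at 36 µM; higher means less SRC3-driven luciferase light from the GAL4 reporter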
SRC1 inh: human NCOA1 inhibition; Q15788; 360,000 compounds, 0.12% hits; HEK293 GAL4-SRC1 luciferase reporter, luminescence; inhibition, % at 3.6 µM; AID 588354;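 active = inhibition above the campaign mean plus 3 SD, with each screening campaign given its own cutoff, cut at about 60% in these data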;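 note: 0% = DMSO treated cells and 100% = gossypol at 36 µM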
C8 TRAIL sens: sensitizes caspase-8 expressing cells to TRAIL; inhibition (viability loss, TRAIL sensitization), % at 10 µM; 360,000 compounds, 1% hits; NB7+C8 cells + TRAIL, ATPlite viability luminescence;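 active = compounds causing at least 50% loss of cell viability in the single-dose screen, relative to plate controls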
EBV LMP1 NFkB: reduces LMP1-driven NF-kappaB luciferase signal. LMP1-induced NF-kappaB luciferase reporter cells, luminescence. inhibition, % at 12.5 µM. 350,000 compounds, 0.69% hits; in the data active = inhibition above about 41%;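 note: 0% = neutral control wells and 100% = reference inhibitor control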
NR5A2 inv ag: inverse agonists of human LRH-1 (NR5A2); O00482; HEK293T StAR-luciferase reporter, LRH-1 transfected, 24 h; inhibition, % at 3.6 µM; 360,000 compounds, 0.13% hits;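 active = inhibition above the mean inhibition of all tested compounds plus 3 SD, cut at about 73% in these data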;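 note: 0% = DMSO wells and 100% = reporter-only cells lacking LRH-1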
Target sequence (O00482 whole entry, looked up): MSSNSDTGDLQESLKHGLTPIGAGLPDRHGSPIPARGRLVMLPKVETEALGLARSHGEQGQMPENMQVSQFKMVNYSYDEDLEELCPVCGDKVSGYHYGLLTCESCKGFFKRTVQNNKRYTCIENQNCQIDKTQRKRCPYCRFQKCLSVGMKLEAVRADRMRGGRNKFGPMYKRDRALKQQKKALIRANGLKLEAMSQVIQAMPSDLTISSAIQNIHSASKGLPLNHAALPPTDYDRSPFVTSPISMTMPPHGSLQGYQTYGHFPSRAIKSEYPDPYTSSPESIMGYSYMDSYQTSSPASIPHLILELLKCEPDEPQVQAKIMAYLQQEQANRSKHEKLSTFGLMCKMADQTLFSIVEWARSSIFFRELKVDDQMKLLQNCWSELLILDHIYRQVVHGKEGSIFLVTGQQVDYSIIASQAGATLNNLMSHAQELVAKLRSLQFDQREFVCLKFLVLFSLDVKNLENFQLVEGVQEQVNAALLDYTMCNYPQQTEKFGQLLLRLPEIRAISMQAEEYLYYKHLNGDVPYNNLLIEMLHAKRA
TWEAK-Fn14 inh: TWEAK-Fn14 signaling inhibition | inhibition, % at 10 µM | TWEAK-stimulated Fn14 reporter cells, luciferase luminescence, 8 h | 360,000 compounds, 2% hits | AID 1159606; in the data active = inhibition above about 50%
An asterisk follows results filed as active; nt = not tested or not shown. This is a subset. The share of hits here may be higher or lower than overall.

SMILES | NR2F2 inh | SRC2 inh | TLR9-MyD88 inh | TROY signal inh | NOD2 RIPK2 PPI | NCOA3 inh | SRC1 inh | C8 TRAIL sens | EBV LMP1 NFkB | NR5A2 inv ag | TWEAK-Fn14 inh
CC(=O)N1CCN(C(=O)C2CCN(S(=O)(=O)c3ccccc3C(F)(F)F)CC2)CC1 | 8 | -14 | -6 | 2 | -12 | 4 | 6 | -14 | -2 | -17 | 4
CCC(=O)Nc1ccc(NC(=O)c2ccco2)cc1 | -20 | -85 | -10 | -17 | -2 | -49 | -47 | 57* | -14 | -84 | -4
c1ccc(CSc2nnc3ccc(-c4ccncc4)nn23)cc1 | 27 | 0 | 1 | 8 | -6 | 18 | 5 | -4 | -10 | 2 | -5
CC(=O)Nc1cccc(-c2ccnc3c2CC(C)(C(=O)Nc2cccc(C(F)(F)F)c2)O3)c1 (stereo unspecified) | -4 | 19 | nt | 27 | 9 | 1 | 8 | 5 | nt | -17 | 21
CN(CCOc1ccccc1)C(=O)C1CCC(=O)N(CCCN2CCCC2=O)C1 (stereo unspecified) | -9 | 2 | -5 | 6 | -10 | 10 | 5 | -28 | -8 | 14 | -1
O=C(CCCN1C(=O)NC2(CCCC2)C1=O)NCc1ccccc1 | -10 | -5 | -11 | 9 | -11 | 5 | 6 | -4 | 5 | 9 | -1
N#Cc1ccccc1S(=O)(=O)N1CCN(C(=O)c2ccc(-n3cncn3)c([N+](=O)[O-])c2)CC1 | 0 | 7 | -4 | 5 | 4 | -5 | -3 | 3 | 2 | 9 | -1
COc1nc(NCCO)nc(Nc2ccc([N+](=O)[O-])cc2)n1 | -2 | 2 | 4 | -5 | 2 | 26 | 1 | 6 | -5 | 20 | 22
Cc1cnn(C(=O)c2cc(-c3ccccn3)nc3ccc(Cl)cc23)c1 | 4 | 4 | 5 | 0 | 1 | -14 | -45 | -2 | -16 | 5 | -4
COc1ccc(S(=O)(=O)N2N=C(c3ccc(NS(C)(=O)=O)cc3)CC2c2ccco2)cc1 (stereo unspecified) | -8 | 18 | -1 | 9 | 2 | 11 | 3 | 5 | -1 | 5 | 15
O=C(O)CSc1nnc(-c2ccc3c(c2)OCO3)o1 | -6 | -6 | -19 | 4 | -1 | 15 | 2 | -12 | 1 | 6 | 1
CC(C)Nc1ccc(C(CC(N)=O)NC(=O)Cc2ccc(Br)cc2)cc1[N+](=O)[O-] (stereo unspecified) | 4 | 28 | 2 | -4 | -4 | 32 | 24 | 11 | 30 | 2 | 32
COC(=O)C1CCN(S(C)(=O)=O)CC1 | -6 | 12 | -6 | 19 | 3 | -1 | -7 | -12 | -10 | -12 | -8
COc1c2ccoc2c(OC[C@@H](O)C(C)(C)OC)c2oc(=O)ccc12 | -6 | -28 | -2 | 4 | 4 | 5 | -5 | -6 | -3 | -2 | -28
O=C(CCN1C(=O)c2ccccc2C1=O)c1ccccc1 | -19 | -38 | 6 | -70 | 5 | -9 | -29 | -16 | 3 | 7 | -14
CCCn1c(=O)c2[nH]c(C3CCCC3)nc2n(CCC)c1=O | 9 | 4 | 3 | 0 | -9 | -1 | 7 | 12 | -4 | -7 | 17
Cn1c(C(=O)N2CCCC(C(=O)NCCCSC3CCCCC3)C2)cc2sccc21 (stereo unspecified) | 33 | -17 | 1 | 14 | -6 | -27 | 0 | 6 | 0 | 5 | 25
CCOC(=O)c1cc(C#N)c(Oc2ccc(F)cc2)nc1-c1ccccc1 | 19 | 10 | -7 | 7 | 0 | 1 | 15 | 1 | 9 | 13 | 24
Cc1ccc2c(c1)COc1c3ccc(C(=O)N[C@@H](CO)C(C)C)cc3nn1-2 | -31 | -42 | 2 | -79 | -6 | -109 | -88 | 8 | -23 | -101 | -2
CC1CC(=O)c2c(cc3c(-c4c(O)cc(O)c5c(O)c6c(cc45)OC(C)CC6=O)c(O)cc(O)c3c2O)O1 (stereo unspecified) | nt | nt | 18 | 1 | 23* | 45 | 21 | 88* | 27 | 50 | 78*
O=C(NCc1ccncc1)[C@@H]1CCCN1C(=O)[C@H]1CCCN1C(=O)c1cccc(Cl)c1 | -20 | 17 | nt | -1 | 4 | nt | nt | -7 | nt | -2 | 23
CC(CNC(=O)COC(=O)c1ccco1)c1ccccc1 (stereo unspecified) | 4 | -15 | -2 | -45 | -1 | 13 | 6 | -11 | -2 | -4 | -11
CCOc1ccc(-c2ccc(SC)nn2)cc1 | 12 | -3 | 1 | 75* | -6 | -5 | -11 | 92* | 59* | -54 | -15
O=c1[nH]c(N2CCOCC2)cc2ccccc12 | 9 | -12 | 2 | -7 | 5 | 0 | -9 | -5 | -7 | -5 | 10
COC(=O)C1=C(C(=O)OC)[C@@H]2N(C)c3ccccc3[C@@]23C[C@@H](C(=O)OC)N=C3N1 | 2 | -2 | 6 | -8 | -2 | -6 | 7 | -1 | 0 | 1 | -4
Cc1cc(NC(=O)c2cc(C3CC3)on2)no1 | -26 | -40 | 10 | -37 | -9 | -59 | -40 | 14 | -2 | -81 | -12
C=CCC[C@H](Cc1ccc(F)cc1)C(=O)OC[C@@H](Cc1c[nH]c2ccccc12)NC(=O)[C@@H](CC=C)CC(=O)N[C@@H](CO)Cc1ccccc1 | 13 | 0 | 7 | 15 | -4 | -10 | 2 | 29 | -9 | 11 | 27
O=C1Nc2ccccc2O/C1=C\c1ccccc1Br | -14 | 7 | -4 | -18 | -2 | -9 | -30 | 12 | -11 | 0 | 0
Cc1cc(NC(=O)Nc2ccc(Cl)cc2)n(-c2ccccc2)n1 | 1 | -8 | -1 | -31 | -6 | 2 | 7 | -6 | 4 | 8 | -7
COc1cc(C(=O)Nc2ccc(S(=O)(=O)Nc3cc(C)on3)cc2)cc(OC)c1OC | 8 | 11 | 3 | 0 | -17 | -17 | -10 | 4 | -4 | 0 | 1
O=C(O)c1ccc2c3c(cccc13)C(=O)N(c1ccccc1)C2=O | 18 | -27 | 3 | -1 | -3 | -9 | -3 | -7 | 7 | 17 | 15
Cc1nnc(SCC(=O)NNC(=O)c2ccccc2)n1Cc1ccccc1 | -14 | -8 | 1 | 6 | -12 | -2 | -9 | -9 | 7 | 0 | -4
CC(C)c1nc(Cl)c(C#N)c2c1CCCC2 | 13 | 31 | -1 | 1 | 2 | 39 | 22 | 6 | 6 | 7 | 52*
OC(CCN1CCOCC1)(c1ccc(Cl)cc1)C1CCCCC1 (stereo unspecified) | 14 | 23 | -4 | -4 | -2 | 8 | -10 | 1 | -3 | 11 | -7
Cc1csc(C(=O)O)c1NC(=O)c1c(Cl)cccc1Cl | 4 | 2 | -13 | 8 | 6 | -28 | 0 | -16 | -7 | -5 | 18
Cc1nn2c(N)c(C#N)cnc2c1-c1ccccc1 | -25 | -26 | 0 | -22 | -1 | -27 | -36 | 3 | 2 | -6 | -9
CC(NC(=O)COC(=O)CSCc1ccccc1)c1ccccc1 (stereo unspecified) | 5 | 15 | -1 | -6 | 5 | 5 | -10 | 6 | -7 | -20 | -1
Cc1cc(C)c2nc(NC(=O)c3ccco3)sc2c1 | -20 | -50 | -11 | 15 | 1 | -121 | -184 | 35 | -42 | -153 | 59*
Cc1onc(-c2ccccc2Cl)c1C(=O)Nc1nn[nH]n1 | 2 | -31 | 7 | 20 | 0 | 9 | -23 | -19 | -9 | 24 | 2
CCOC(=O)C1=C(CSc2nc3c(cc2C#N)CN(C)CC3)OC(N)=C(C#N)C1c1ccncc1 (stereo unspecified) | -1 | 11 | 6 | -3 | 0 | -1 | -12 | 8 | 8 | 14 | 3
O=C(Nc1cccc(-c2nc3ncccc3o2)c1)c1ccco1 | 18 | -8 | 0 | -4 | -1 | -17 | -10 | -2 | 2 | -2 | -9
CCCCn1nc(C(=O)NCC(=O)Nc2c(C)cccc2C)c2ccccc2c1=O | 15 | 15 | 4 | 4 | -2 | 10 | -10 | 14 | -2 | -4 | 20
Cn1c(=O)[nH]c2c(nc(-c3ccc(Cl)cc3)n2C)c1=O | -21 | 18 | 0 | 4 | -10 | 12 | 2 | -15 | -1 | 7 | 8
COC(=O)C(NS(=O)(=O)c1ccc(N2CCCC2=O)cc1)c1ccccc1 (stereo unspecified) | -14 | -6 | -4 | -1 | -2 | 0 | -25 | -4 | 67* | -4 | -2
CCCN(CCC)CCNS(=O)(=O)c1ccc2c(c1)CCN2C(=O)C1CCC1 | -8 | 10 | -12 | 1 | -7 | 12 | 6 | -6 | -14 | -5 | -3
c1nc(CCO[C@H]2CCCCO2)cc2cc3c(cc12)OCO3 | 1 | 23 | 1 | 60* | 2 | -60 | -86 | -3 | 39 | -39 | 92*
Nn1c(SCc2ccc(Br)cc2)nnc1-c1ccncc1 | -7 | -16 | 1 | 10 | -2 | -8 | -16 | -5 | -2 | 17 | -23
CN(C)S(=O)(=O)c1cccc(C(=O)Nc2ccccc2N2CCCCC2)c1 | -6 | -38 | -1 | -13 | 6 | 23 | -3 | 15 | -14 | 6 | 10
CCN(c1ccccc1)S(=O)(=O)c1cccc(C(=O)NCCN2CCOCC2)c1 | -1 | -41 | -13 | -9 | -5 | 18 | -7 | -4 | -10 | -5 | -6
Cc1ccc(O)c(C(=O)c2cc(C#N)c(=O)n(C(C)c3ccccc3)c2)c1 (stereo unspecified) | 11 | -7 | 7 | 25 | 0 | 12 | -5 | -5 | -1 | 5 | -20

Fetched by compound from the entries so far (2):
SMILES | NR2F2 inh | SRC2 inh | TLR9-MyD88 inh | TROY signal inh | NOD2 RIPK2 PPI | NCOA3 inh | SRC1 inh | C8 TRAIL sens | EBV LMP1 NFkB | NR5A2 inv ag | TWEAK-Fn14 inh
Cn1c(C(=O)N2CCCC(C(=O)NCCCSC3CCCCC3)C2)cc2sccc21 (stereo unspecified) | 33 | -17 | 1 | 14 | -6 | -27 | 0 | 6 | 0 | 5 | 25
Cn1c(=O)[nH]c2c(nc(-c3ccc(Cl)cc3)n2C)c1=O | -21 | 18 | 0 | 4 | -10 | 12 | 2 | -15 | -1 | 7 | 8

Later entries:
SMILES | NR2F2 inh | SRC2 inh | TLR9-MyD88 inh | TROY signal inh | NOD2 RIPK2 PPI | NCOA3 inh | SRC1 inh | C8 TRAIL sens | EBV LMP1 NFkB | NR5A2 inv ag | TWEAK-Fn14 inh
COc1ccc(CCN2CC(C(=O)OCC(=O)Nc3c(C)nn(-c4ccccc4)c3C)CC2=O)cc1OC (stereo unspecified) | 7 | -11 | -15 | -7 | -10 | 1 | -6 | -5 | 6 | -16 | -1
Cc1cccc(C(C)C)c1NC(=O)c1ccc(CN(c2ccccc2)S(=O)(=O)c2ccccc2)cc1 | 3 | -3 | -1 | 9 | -9 | 14 | 7 | 14 | 7 | 5 | -11
Cc1nn2c(-n3ccnc3C)c3c(nc2c1-c1ccccc1)CCC3 | 18 | 1 | -7 | -3 | -1 | 20 | 17 | 9 | -7 | 5 | -9
COc1cccc(Nc2ccc(C(=O)O)cc2N)c1 | -5 | -48 | -19 | 2 | -2 | -67 | -32 | 7 | nt | -108 | 23
O=C1c2ccccc2CN1CCSC(=S)N1CCOCC1 | -46 | -24 | -8 | -36 | -5 | -53 | -118 | 14 | -20 | -77 | 16
CCOc1ccc(NC(=O)COc2ccc(S(=O)(=O)N3CCOCC3)cc2)cc1 | 4 | -5 | -2 | 6 | 1 | 15 | -1 | 3 | 6 | 4 | 11
Cc1nc(-c2ccc(-c3ccon3)s2)no1 | -36 | -35 | -2 | -37 | -2 | 0 | -25 | -12 | -2 | -22 | -13
